From PubChem BioAssay
FBW7 activator = FBW7 E3 ligase activators, primary screen, biochemical, AlphaScreen, human; AlphaScreen FBW7–phospho-cyclin E peptide binding, activator screen; normalized activity (activation), % at 26.1 µM; actives 0.13% (n = 650,000); AID 1259310, 2017; in the data active means normalized activity above about 1.9%;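 further: purified mutant Fbw7 with reduced substrate affinity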
GPR151 activ = activators of human GPR151, primary screen, cell-based, PathHunter beta-arrestin, luminescence | G-protein coupled receptor 151 (Homo sapiens), Q8TDV0 | actives 1% (n = 650,000) | activation, % at 11.2 µM | AID 1508602, 2020 | PathHunter beta-arrestin GPR151 cells; in the data active means activation above about 4.9%;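 further: 0% = median of compound wells and 100% = cells with positive control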
Target sequence (Q8TDV0 whole entry, looked up): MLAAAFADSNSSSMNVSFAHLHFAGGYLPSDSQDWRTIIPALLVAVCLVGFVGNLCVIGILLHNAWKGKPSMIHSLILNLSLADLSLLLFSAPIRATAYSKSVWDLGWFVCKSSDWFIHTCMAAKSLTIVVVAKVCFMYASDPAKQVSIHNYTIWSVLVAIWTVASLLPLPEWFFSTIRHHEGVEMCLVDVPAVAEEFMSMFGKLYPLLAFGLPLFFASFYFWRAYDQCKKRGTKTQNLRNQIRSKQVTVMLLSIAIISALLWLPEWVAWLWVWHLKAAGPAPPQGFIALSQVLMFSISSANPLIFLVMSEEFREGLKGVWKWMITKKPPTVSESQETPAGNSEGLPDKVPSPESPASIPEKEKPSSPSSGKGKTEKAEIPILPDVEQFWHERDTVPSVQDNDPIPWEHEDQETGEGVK
TEAD-YAP inh = TEAD-YAP interaction inhibition, primary screen, TEAD-YAP interaction inhibitor project, luminescence, HEK-TIYL cells. TEAD-Gal4/YAP UAS-luciferase luminescence. inhibition, % at 9.12 µM. actives 1.4% (n = 640,000). AID 1259422, 2018; in the data active means inhibition above about 32%;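 further: 0% = median of test compound wells and 100% = reference inhibitor wells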
MITF inh = MITF inhibitors, primary screen, biochemical, AlphaScreen, human; AlphaScreen MITF homodimerization, bead proximity signal; actives 0.91% (n = 650,000); Microphthalmia-associated transcription factor (Homo sapiens), O75030; AID 1259374, 2018; inhibition, % at 2.6 µM; in the data active means inhibition above about 50%;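 further: 0% = vehicle wells with protein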
Target sequence (O75030 whole entry, looked up): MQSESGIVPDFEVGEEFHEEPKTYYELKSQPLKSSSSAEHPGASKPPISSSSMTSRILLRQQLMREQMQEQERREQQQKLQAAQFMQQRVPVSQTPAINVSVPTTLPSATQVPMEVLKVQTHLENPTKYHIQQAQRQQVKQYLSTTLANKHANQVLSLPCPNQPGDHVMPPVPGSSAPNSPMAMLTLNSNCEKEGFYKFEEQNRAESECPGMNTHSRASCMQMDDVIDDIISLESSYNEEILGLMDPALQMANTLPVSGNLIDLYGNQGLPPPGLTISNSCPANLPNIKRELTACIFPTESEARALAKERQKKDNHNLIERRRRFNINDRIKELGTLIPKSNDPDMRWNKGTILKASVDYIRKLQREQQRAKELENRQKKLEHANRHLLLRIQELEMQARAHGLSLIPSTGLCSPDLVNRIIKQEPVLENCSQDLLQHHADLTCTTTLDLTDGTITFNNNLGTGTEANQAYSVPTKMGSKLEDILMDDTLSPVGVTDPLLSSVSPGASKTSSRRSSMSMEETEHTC
Numbers without * were called inactive. Compounds were not picked by outcome; any-hit rate near 3.4%.

SMILES	FBW7 activator	GPR151 activ	TEAD-YAP inh	MITF inh
Cn1cnnc1SCC(=O)Nc1ccc2nc(SCC(=O)NC3CCCCC3)sc2c1	0.0	1.6	26	-2
COCCn1c(CCc2ccccc2)nnc1SCC(=O)Nc1ccccc1OC	0.1	0.2	-6	-1
O=C(CCc1nc(-c2ccccc2)no1)Nc1ccc(F)cc1	-0.2	-0.2	2	0
Cc1nc(/N=C\N(C)C)sc1C(=O)Nc1ccccc1	0.0	-0.8	-11	8
Cc1c(C(=O)N2CCC3(CC2)NC(=O)c2cccnc2N3C)cnn1C	0.1	1.0	5	6
O=C(NCC1CCCO1)C(=O)N/N=C\c1ccc(-c2cccc([N+](=O)[O-])c2)o1 (stereo not drawn)	-0.2	0.9	4	-4
COc1cccc(/C=N/NC(=O)C(=O)Nc2ccc(Cl)cc2)c1	0.0	-0.7	15	3
CCOC(=O)c1cnn(-c2ccccc2Cl)c1CNC1CCOC(C)(C)C1 (stereo not drawn)	-0.1	-1.0	-5	-9
O=C1N[C@@H](CC2CCCCC2)C(=O)N2CCN(C(=O)NCc3ccccc3)C[C@H]12	-0.1	0.7	3	77*
O=C(NCCc1nnc2n1CCN(C/C=C/c1ccco1)CC2)C1CCCO1 (stereo not drawn)	-0.1	0.5	0	6
Cc1cc(NCCc2ccccn2)nc(Nc2ccc(OC(F)(F)F)cc2)n1	0.2	2.4	10	15
CCN(CC)CCN1CCN(c2ncc(-c3cncc(OC)c3)n3ccnc23)CC1	0.7	3.4	-1	7
O=C(Nc1cccc(-c2ccn[nH]2)c1)c1ccc(F)c(F)c1	0.0	0.7	-8	7
COC(=O)c1ccc(NC(=O)CSc2ccccc2C(=O)O)cc1	0.0	-2.3	11	-4
Cc1ccc(C(=O)O)c(NC(=O)c2ccccc2)c1	0.0	-1.1	10	-10
CC1(C)CC(=O)c2sc(NC(=O)c3ccc(S(=O)(=O)N4CCc5ccccc54)cc3)nc2C1	-0.1	-1.2	9	2
CCOC(=O)C1=C(C)N=c2s/c(=C\c3ccc(OC(C)=O)c(OCC)c3)c(=O)n2C1c1ccccc1OC(C)C (stereo not drawn)	-0.1	0.7	3	5
Cc1ccnc(SCc2cc(=O)c(OC(=O)c3ccc(C)c(C)c3)co2)n1	-0.2	3.6	0	-7
COc1ccccc1N1CCN(C(=O)c2cc(-c3ccco3)on2)CC1	-0.1	-0.3	3	5
Cc1cc(OCC(=O)Nc2ccc(S(=O)(=O)NC(C)C)cc2)ccc1Br	0.0	0.4	-9	3
CC/C(C)=N/NC(=O)C(C)Sc1ccc(Cl)cc1 (stereo not drawn)	0.0	-1.5	-6	-22
Cc1ccc(S(=O)(=O)N(CC(=O)Nc2ccc(Cl)cc2Cl)c2ccccc2C)cc1	0.0	0.1	9	8
CN(CC(=O)NC(c1ccccc1)c1ccccc1)Cc1cccs1	-0.1	0.1	-2	-4
COC(=O)c1ccsc1NC(=O)COc1ccc(Cl)cc1	0.0	-2.5	-14	18
FC(F)(F)c1ccc(Cn2cnc3c(NCCOc4ccccc4)nc(Nc4cnccn4)nc32)cc1	-0.1	-1.3	2	-1

Complete entries as entered above. Values in the order: FBW7 activator | GPR151 activ | TEAD-YAP inh | MITF inh
CCOC(=O)c1cnn(-c2ccccc2Cl)c1CNC1CCOC(C)(C)C1 (stereo not drawn) in the list: -0.1 | -1.0 | -5 | -9
FC(F)(F)c1ccc(Cn2cnc3c(NCCOc4ccccc4)nc(Nc4cnccn4)nc32)cc1 in the list: -0.1 | -1.3 | 2 | -1
O=C(NCC1CCCO1)C(=O)N/N=C\c1ccc(-c2cccc([N+](=O)[O-])c2)o1 (stereo not drawn) in the list: -0.2 | 0.9 | 4 | -4
COC(=O)c1ccc(NC(=O)CSc2ccccc2C(=O)O)cc1 in the list: 0.0 | -2.3 | 11 | -4
Cc1nc(/N=C\N(C)C)sc1C(=O)Nc1ccccc1 in the list: 0.0 | -0.8 | -11 | 8

The listing picks up, starting 2 compounds before the break.
SMILES	FBW7 activator	GPR151 activ	TEAD-YAP inh	MITF inh
COC(=O)c1ccsc1NC(=O)COc1ccc(Cl)cc1	0.0	-2.5	-14	18
FC(F)(F)c1ccc(Cn2cnc3c(NCCOc4ccccc4)nc(Nc4cnccn4)nc32)cc1	-0.1	-1.3	2	-1
CNC(=O)c1ccsc1NC(=O)c1nc2ccccc2s1	0.0	-1.1	-31	-2
CSc1ncccc1-c1nc2ccccc2[nH]1	-0.2	1.4	13	3
C[C@@H](C(=O)OCC(=O)Nc1ccc(C#N)cc1)N1C(=O)C2CCCCC2C1=O (stereo partly drawn)	0.0	0.0	-2	-6
O=Cc1cc(Br)ccc1OCC(=O)NCCc1ccccc1	0.0	2.4	1	-15
Nc1ncnc(Nc2ccccn2)c1[N+](=O)[O-]	-0.1	0.8	15	5
COC(=O)C1=NN(c2cccc(C)c2)C2C(=O)N(c3ccccc3OC)C(=O)C12 (stereo not drawn)	0.0	0.2	12	15
O=C(Oc1cccnc1)c1cc(S(=O)(=O)N2CCCCC2)ccc1Cl	0.1	-0.5	5	7
COc1ccc(CN2CCN(C(=O)c3cccnc3)CC2)cc1Br	-0.1	-0.3	9	60*
CC1=C(C(=O)Nc2ccc(C)cc2C)C(c2ccccc2Br)NC(=S)N1 (stereo not drawn)	-0.3	0.3	-3	5
C=CCSc1ncnc2sc3c(c12)CCCC3	-0.1	2.3	-6	-5
Cc1ccc(NC(=O)CC2SC(=O)N(CC(=O)c3ccccc3)C2=O)cc1 (stereo not drawn)	-0.1	-2.2	-1	-13
CC(C)Cn1c(CN2CCN(C)CC2)nc2c1c(=O)n(C)c(=O)n2C	-0.1	-1.1	-9	2
CCCC(=O)Nc1nnc(-c2ccc(C)cc2)s1	0.0	-1.1	-3	6
COc1ccc2c(c1)C(C)=CC(C)(C)N2C(=O)CNCc1cccs1	-0.1	0.0	-1	29
CC1(c2ccccc2)NC(=O)N(NC(=O)CSc2nnc(C3CCCCC3)n2N)C1=O (stereo not drawn)	0.0	-0.9	-1	2
COc1ccc2c(c1)c(C(C)=O)c(C)n2-c1ccccc1C	0.0	0.4	-7	-6
CC(C)CCCC(C)C1CCC2C3CC=C4CC(OC(=O)c5ccccc5Cl)CCC4(C)C3CCC12C (stereo not drawn)	0.3	0.7	0	-1
COc1ccc(C(=O)Nc2c(C)ccc3nsnc23)cc1	0.0	1.0	2	-6
Cc1cc(NC(=O)CN2CCCC(C)C2)no1 (stereo not drawn)	0.2	0.7	4	3
CCc1ccc(-c2ccc(SCC(=O)NCc3ccc(F)cc3)nn2)cc1	0.2	0.1	9	9
C=CCNCCOc1ccc2ccccc2c1Br	-0.2	0.5	-7	20
CCCCCn1c(SCc2cccc([N+](=O)[O-])c2)nc2cc(C(=O)NCc3cccc(Cl)c3)ccc2c1=O	0.0	0.5	10	-6
C=CCOc1ccccc1CN1CCc2nnc(CNC(=O)C3CCC(=O)N3)n2CC1 (stereo not drawn)	0.0	5.6*	-7	7
COC(=O)c1c(NC(=O)c2cccc(Br)c2)sc2c1CCC(C)C2 (stereo not drawn)	0.1	0.9	-1	9
Cc1ccsc1C1C(C#N)=C(N)N(c2cccc(Cl)c2C)C2=C1C(=O)CC(C)(C)C2 (stereo not drawn)	0.2	0.6	-10	3

Next section
SMILES	FBW7 activator	GPR151 activ	TEAD-YAP inh	MITF inh
COc1cccc(NC(=O)c2cc([N+](=O)[O-])ccc2N2CCOCC2)c1	-0.2	1.1	-10	9
CN(C)S(=O)(=O)N1CCC(Oc2ccc(C(=O)N3CCCCCCC3)cc2)CC1	0.1	-1.0	-22	-3
COc1ccccc1-n1cnc2cc(C(=O)NCCCN3CCOCC3)ccc21	0.1	-0.2	1	-12
Cc1ccsc1C1C(C#N)=C(N)N(c2sc3c(c2C#N)CCCCC3)C2=C1C(=O)CC(C)(C)C2 (stereo not drawn)	0.0	0.4	4	0
O=C(/C=C/Nc1ccc2ccccc2c1)C(F)(F)F	0.1	-0.9	-14	8
N#Cc1cnc(SCC(=O)N2CCCc3ccccc32)nc1N	0.1	0.3	-3	6
Cc1ccsc1CN1CCC2(CCC(CNC(=O)c3ccnn3C)O2)CC1 (stereo not drawn)	0.0	-1.2	-1	11
N#Cc1ccc(NC(=O)CSc2n[nH]c(N)n2)cc1	-0.1	-0.1	7	-3
COCCCNC(=O)CNC(=S)N(Cc1ccccc1)Cc1cccnc1	0.5	0.1	2	1
CCCCN(C)S(=O)(=O)c1cc2c(cc1C)NC(=O)CO2	-0.1	1.5	5	4
CCOc1cccc(/C=C2\SC(=O)N(CC)C2=O)c1O	0.0	-2.4	6	-4
C=CCOc1ccc(/C=C2\C(=O)NC(=O)N(c3ccc([N+](=O)[O-])cc3)C2=O)cc1OC	0.0	-0.1	5	-5
CCOc1cc(C=O)ccc1OCC(=O)Nc1ccc(I)cc1	0.4	0.3	4	-19
CCN(CC)C(=O)C1CCCN(c2nc(NCCc3ccc(OC)cc3)c3cc(OC)c(OC)cc3n2)C1 (stereo not drawn)	0.0	-1.5	4	17
O=C(CCl)N1c2ccccc2SC2C=CC=CC21 (stereo not drawn)	0.2	1.5	20	11
O=C(CCc1cccc(Br)c1)Nc1ccc(N2CCOCC2)cc1	0.0	-1.4	-29	-2
O=C(CCCCCn1c(=S)[nH]c2cc3c(cc2c1=O)OCO3)N1CCN(c2ccccn2)CC1	0.1	-0.6	1	6
COc1cc(OC)nc(-c2cccc(NC(=O)CSc3nc(C)cc(C)n3)c2)n1	0.2	-2.6	10	25
COC(=O)C1=C(C)NC(C)=C(C(=O)OC)C1C(=O)OCC(=O)NC1CCCCC1C (stereo not drawn)	0.6	-1.9	16	4
O=c1c2sccc2[nH]c(=S)n1CCc1ccccc1	0.5	0.8	-19	3
COc1cc(OC)cc(-n2nc(C(=O)Nc3c(F)cccc3F)c3ccccc3c2=O)c1	0.0	0.8	8	1
Cc1cc2[nH]c(=O)c(=O)[nH]c2cc1S(=O)(=O)NC1CCCCC1C (stereo not drawn)	-0.1	-2.8	-3	1
O=C(CO/N=C/c1ccco1)Nc1ccc(OC(F)F)cc1	0.0	1.3	-1	-12
O=C(Cn1c(=O)c2cccn2c2cccnc21)NCCN1CCOCC1	0.1	-0.8	-2	5
COc1ccc(N2C(=O)C3CCCN3C2=O)cc1 (stereo not drawn)	0.1	0.1	-10	1

(listing goes on)
SMILES	FBW7 activator	GPR151 activ	TEAD-YAP inh	MITF inh
Cc1ccc(CNC(=O)Cn2nnnc2CN2C[C@@H](C)O[C@@H](C)C2)o1	0.0	0.6	1	3
C=CCOc1ccc(/C(O)=C2\C(=O)C(=O)N(CCN(CC)CC)C2c2ccccc2F)c(C)c1 (stereo not drawn)	0.0	-0.9	-9	-2
O=C(CCNc1cc(Cl)cc(Cl)c1)c1ccco1	0.2	0.5	-6	10
S=C(NCCN1CCOCC1)Nc1ccc(-c2nc3ccccc3[nH]2)cc1	0.1	-1.1	6	16
CCOC(=O)CC(=O)CSc1nnc2sc3ccccc3n12	0.6	-0.2	1	13
COC(=O)c1sc(NC(=O)c2c(OC)cccc2OC)c(C#N)c1C	0.0	0.2	-3	2
Cc1ccc(S(=O)(=O)N(C)C2=NS(=O)(=O)c3ccccc32)cc1	0.1	-1.1	11	2
O=C(CSc1ncnc2c1oc1ccccc12)c1ccc(Cl)cc1	-0.1	4.3	3	-6
COc1ccc(NCN2C(=O)c3ccc(Br)cc3C2=O)cc1	0.0	-0.1	0	-11
Cn1cc(/C=C(/C#N)C(=O)NC2CCCCC2)c2ccccc21	1.0	1.2	-19	1
CC(C)(C)C(=O)Nc1noc2ccccc12	0.2	-1.0	-6	11
COCCN(C(=O)NC(C)C)C1CCN(c2nccc(OC)n2)CC1	1.1	-1.7	6	10
O=C(CC1NC(=O)NC1=O)Nc1ccc([N+](=O)[O-])cc1 (stereo not drawn)	-0.2	-0.7	-1	-1
CCOC(=O)c1ccc(NC(=S)NC2CCS(=O)(=O)C2)cc1 (stereo not drawn)	0.2	-0.3	7	-15
COc1ccc(-c2csc(N(CCCN(C)C)C(=O)COc3ccccc3)n2)cc1	-0.1	-0.1	-5	16
COc1ccccc1/C=C/C(=O)OCC(=O)NC(N)=O	-0.1	-0.8	-6	-2
N#Cc1cccc(NC(=O)CCN2C(=O)C3CCCCC3C2=O)c1 (stereo not drawn)	-0.1	2.1	2	7
CCOC(=O)c1ccc(N2CCCC2)cc1	0.1	-0.5	-50	2

Reformatted: entries from further up.
Value order: FBW7 activator	GPR151 activ	TEAD-YAP inh	MITF inh
S=C(NCCN1CCOCC1)Nc1ccc(-c2nc3ccccc3[nH]2)cc1
→ 0.1	-1.1	6	16
CCOC(=O)CC(=O)CSc1nnc2sc3ccccc3n12
→ 0.6	-0.2	1	13
COC(=O)c1sc(NC(=O)c2c(OC)cccc2OC)c(C#N)c1C
→ 0.0	0.2	-3	2
Cc1ccc(S(=O)(=O)N(C)C2=NS(=O)(=O)c3ccccc32)cc1
→ 0.1	-1.1	11	2
O=C(CSc1ncnc2c1oc1ccccc12)c1ccc(Cl)cc1
→ -0.1	4.3	3	-6
